# Screening data deposited in PubChem BioAssay by several laboratories.
# TCR CD3 inh: blocks the human TCR-CD3 interaction | TAMRA-labeled TCR probe fluorescence, biochemical | inhibition, % at 9.4 µM | 0.37% of 360,000 active | AID 651800; in the data active = inhibition above about 19%;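 note: recombinant mutant TCR 2C K166C tagged with TAMRA read by polarization; 0% = receptor in buffer alone and 100% = receptor with positive control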
# Rev-erbA mod: modulates human Rev-erb alpha binding to DNA; P20393; Rev-erbα–FITC-DNA binding, fluorescence polarization, 90 min; activity, % at 10 µM; 0.79% of 370,000 active; AID 1259318;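 active = activity above about 14%, limit read from the data; passing the limit was not always enough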;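 note: 0% = DMSO wells with 35 nM protein and 100% = DMSO wells with 750 nM protein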
# Target sequence (P20393 whole entry, looked up): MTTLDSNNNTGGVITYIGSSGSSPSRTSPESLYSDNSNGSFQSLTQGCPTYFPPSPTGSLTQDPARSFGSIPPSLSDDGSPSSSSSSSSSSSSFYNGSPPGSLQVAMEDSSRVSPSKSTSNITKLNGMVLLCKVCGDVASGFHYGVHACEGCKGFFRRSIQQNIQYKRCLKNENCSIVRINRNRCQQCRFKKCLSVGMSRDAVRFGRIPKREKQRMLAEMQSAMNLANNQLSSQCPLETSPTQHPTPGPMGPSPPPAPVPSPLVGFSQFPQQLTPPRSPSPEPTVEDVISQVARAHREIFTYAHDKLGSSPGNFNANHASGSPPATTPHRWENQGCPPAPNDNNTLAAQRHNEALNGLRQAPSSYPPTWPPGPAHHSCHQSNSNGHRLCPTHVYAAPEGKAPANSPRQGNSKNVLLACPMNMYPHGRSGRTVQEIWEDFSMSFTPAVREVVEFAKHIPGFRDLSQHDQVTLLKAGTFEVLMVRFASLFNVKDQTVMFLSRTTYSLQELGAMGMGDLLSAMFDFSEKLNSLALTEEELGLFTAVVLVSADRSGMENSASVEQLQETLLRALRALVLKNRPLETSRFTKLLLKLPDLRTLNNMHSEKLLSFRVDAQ
# MBD2 inh: blocks human MBD2 binding to methylated DNA. 0.31% of 370,000 active. TR-FRET, MBD2 binding to methylated oligonucleotide. AID 686964. inhibition, % at 4.4 µM; in the data active = inhibition above about 13%
# HTRA1 inhibitor: inhibitors of human serine peptidase HTRA1 | Q92743 | recombinant HTRA1, FP-rhodamine activity-based probe, fluorescence polarization | inhibition, % at 5.96 µM | 0.5% of 340,000 active | AID 504803; in the data active = inhibition above about 36%;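 note: 0% = enzyme with DMSO and 100% = wells lacking enzyme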
# UHRF1 MBD2 ctr: blocks human UHRF1 binding to methylated DNA; Q96T88; inhibition, % at 4.4 µM; 0.75% of 370,000 active; UHRF1 binding to methylated oligo, TR-FRET; in the data active = inhibition above about 21%;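 note: UHRF1 SRA domain binding a hemimethylated CpG hairpin DNA probe; 0% = median of test compound wells and 100% = reference inhibitor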
# PRMT1 inh: inhibitors of human PRMT1 | 1.3% of 370,000 active | inhibition, % at 2.79 µM | recombinant PRMT1, activity-based probe fluorescence polarization | AID 652257 | Q99873;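 active = inhibition above about 21% made by adding two undisclosed values, limit read from the data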
# PG9 Ab binder: PG9 antibody binding by small molecule. TR-FRET gp120-PG9 antibody binding. inhibition, % at 6.7 µM. 0.43% of 360,000 active. AID 624416; in the data active = inhibition above about 8.5%
# LEDGF integ inh: blocks HIV-1 LEDGF/p75-dependent DNA integration | TR-FRET IN-LEDGF/p75 DNA integration, Eu/Cy5 | inhibition, % at 3.7 µM | 0.64% of 370,000 active;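 active = inhibition above the screen-wide mean plus 3 SD, cut at about 13% in these data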;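 note: signal is the Cy5 over europium emission ratio at 671 and 618 nm; 0% = plate median of compound wells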
# ABHD4 inh: ABHD4 (mouse) inhibition, primary FP screen. Q8VD66. purified mABHD4, FP-Rh probe fluorescence polarization. inhibition, % at 8.92 µM. 0.54% of 370,000 active. AID 720543;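 active = inhibition exceeding the mean over every tested compound plus 3 SD, cut at about 30% in these data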;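 note: 0% = plate median of compound wells and 100% = S159A mutant with DMSO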
# Target sequence (Q8VD66 whole entry, looked up): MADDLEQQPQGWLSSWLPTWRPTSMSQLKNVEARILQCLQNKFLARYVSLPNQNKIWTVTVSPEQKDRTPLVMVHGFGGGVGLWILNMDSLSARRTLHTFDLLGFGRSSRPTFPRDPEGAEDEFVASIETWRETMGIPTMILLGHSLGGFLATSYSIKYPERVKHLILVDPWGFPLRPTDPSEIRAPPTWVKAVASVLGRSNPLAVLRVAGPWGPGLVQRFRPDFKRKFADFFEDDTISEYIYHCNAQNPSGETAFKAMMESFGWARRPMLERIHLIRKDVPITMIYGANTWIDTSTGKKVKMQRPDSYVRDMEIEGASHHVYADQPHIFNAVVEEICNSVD
#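 Doses – 8.92 µM, single dose · Material – wild-type mouse ABHD4 protein · Replication – single well per compound (singlicate) · Measure – percent inhibition of probe binding, normalized to plate controls · Schedule – 45 min compound pre-incubation plus 60 min probe step, 25 °C · Detection – fluorescence polarization with parallel and perpendicular emission, 525/598 nm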
# rCAG RNA binder: r(CAG) repeat RNA binding; 1.3% of 370,000 active; AID 651821; inhibition, % at 3 µM; TO-PRO-1 dye displacement fluorescence;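 active = inhibition above the plate cutoff, the mean of all test compounds on that plate plus 3 SD, cut at about 35% in these data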;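 note: 0% = DMSO alone and 100% = 100 µM mitoxantrone as full dye displacement; higher means more dye released from RNA so lower well fluorescence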
# Active calls of the source: *; nt = not tested or not shown. A portion of the library (hit frequency here may not be typical).
SMILES,TCR CD3 inh,Rev-erbA mod,MBD2 inh,HTRA1 inhibitor,UHRF1 MBD2 ctr,PRMT1 inh,PG9 Ab binder,LEDGF integ inh,ABHD4 inh,rCAG RNA binder
CCOc1ccccc1C(=O)OC(C)C(=O)Nc1ccc(S(=O)(=O)N2CCCC2)cc1 (configuration not stated),1,-5,1,-11,-3,-3,-1.4,6,-5,2
O=c1[nH]c(CSc2ccccn2)nc2c1oc1ccccc12,8,1,-4,-3,0,-1,0.0,-1,-2,9
Cc1ccc(C(=O)NC(Cc2cccc(C(F)(F)F)c2)C(=O)O)cc1 (configuration not stated),4,-10,-5,8,-1,-3,0.0,5,4,4
Cc1cc(C)cc(NC(=O)CS(=O)(=O)c2ccccc2)c1,-2,-2,-1,-4,1,-1,1.2,-1,0,-3
O=C(Nc1ccccc1N1CCCC1)C1CC(=O)N(Cc2ccccc2)C1 (configuration not stated),8,-1,-5,3,4,-2,-2.8,3,6,-2
C/C(=N\NC(=S)NC1CCCCC1)c1cccs1,4,0,1,-6,1,-1,-0.6,-3,7,-2
CN(C(=O)CSc1nnc(NCc2ccccc2)s1)C1CCS(=O)(=O)C1 (configuration not stated),-3,-7,7,-2,7,1,-2.4,-8,1,-2
CC1(C)SC(=S)N(NC(=O)Nc2ccccc2)C1N(O)C(=O)Nc1cccc2ccccc12 (configuration not stated),-6,14,-1,-59,3,5,-1.8,-3,-35,7
Cc1ccc(-c2csc3ncn(CC#N)c(=O)c23)cc1,6,-3,2,-5,0,0,-1.1,-1,-7,14
CN(C)S(=O)(=O)c1cccc(COC(=O)CN2CCCCCC2=O)c1,-4,-3,-3,-3,0,3,1.1,1,-2,1
COc1ccc(N2CC(C(=O)Nc3nnc(SCC(=O)NCC4CCCO4)s3)CC2=O)cc1 (configuration not stated),-5,-3,0,4,1,14,-3.8,-5,1,11
Cc1ccc(-n2c(C)cc(/C=N/Nc3ccc([N+](=O)[O-])cn3)c2C)c(C)c1,4,-5,-3,8,-5,6,-0.5,2,12,10
CCOC(=O)C1CCN(C(=O)Cn2nc(C)n3nc(-c4ccc(OC)cc4)cc3c2=O)CC1,1,0,5,6,-2,-1,-2.5,2,0,-2
COc1cccc(-c2onc3ccc(C4(C)OCCO4)cc23)c1,-1,4,0,-24,4,-4,-1.2,-1,-7,-4
COc1cc(/C=C/C(=O)N(Cc2ccccc2)c2ccccn2)cc(OC)c1OC,2,-4,1,3,-4,-1,0.5,1,4,1
Cc1ccc(S(=O)(=O)Nc2nc(CN3CCOCC3)nc3sc(C(=O)O)c(C)c23)cc1,4,-8,2,4,7,4,-0.9,-1,11,13
O=C1CSC(c2cccc([N+](=O)[O-])c2)N1c1c(F)cccc1F (configuration not stated),5,14,-5,12,0,-1,-0.8,1,-7,-2
Cn1c(SCC(=O)N2CC(=O)Nc3ccccc32)nc2ccccc2c1=O,2,-2,0,3,2,2,0.2,-1,-4,4
CCOc1ccc(NC(=O)C2CC(=O)N(c3ccc4c(c3)OCCO4)C2)cc1OCC (configuration not stated),9,-7,-1,1,-1,2,1.4,0,4,-3
Cc1nnnn1-c1ccc(CC(=O)O)cc1,10,3,0,7,0,-1,-1.7,-1,-2,1
Cc1ccc(C)c(N(CC(=O)NC2CCCC2)C(=O)CNC(=O)c2cccs2)c1,-2,-1,-2,-1,3,-4,0.2,-1,-2,-2
CC(C)c1cc(NC(=O)c2ccccc2)cc(C(C)C)c1O,5,4,0,-12,-2,4,-1.7,6,-19,-7
C=CCN(CC=C)S(=O)(=O)c1ccc2nc(NC(=O)C3CCCO3)sc2c1 (configuration not stated),8,4,-6,-1,0,0,0.4,3,-4,2
CCc1nc(N2CCOCC2)c(C#N)c2c1COC(C)(C)C2,-4,5,-5,-5,3,2,1.3,-2,0,-2
Cc1ccc2[nH]c3c(NCCN4CCOCC4)ncnc3c2c1,0,4,0,2,4,1,-0.9,-3,0,0
# More structures.
SMILES,TCR CD3 inh,Rev-erbA mod,MBD2 inh,HTRA1 inhibitor,UHRF1 MBD2 ctr,PRMT1 inh,PG9 Ab binder,LEDGF integ inh,ABHD4 inh,rCAG RNA binder
Cc1cc(C)c(Nc2n[nH]c(=S)s2)cc1C,0,9,3,6,-3,47*,-1.2,-4,8,7
Cc1n[nH]c(=S)n1/N=C/c1ccc(OCc2ccc(Cl)cc2Cl)cc1,5,-13,-1,-35,-1,-4,-1.0,-4,1,2
COc1cc(NC(=O)c2cc(-c3cccc(O)c3)on2)cc(OC)c1OC,-11,-2,5,-16,10,11,-0.9,3,-33,6
COC(=O)C1=NN[C@H](C(=O)OC)[C@H]1c1ccccc1,-4,1,4,8,3,2,0.1,0,9,-2
Cc1ncc([N+](=O)[O-])n1CCOC(=O)NC(NCc1ccccc1)C(Cl)(Cl)Cl (configuration not stated),0,3,0,-1,-2,8,-0.9,5,6,1
O=S(=O)(NCCc1nnc2ccc(SCc3cccnc3)nn12)c1ccccc1,4,-3,1,-23,1,-1,-1.1,1,0,-4
CC(C)CC(NC(=O)/C(=C/c1ccco1)NC(=O)c1ccc(Br)o1)C(=O)O (configuration not stated),-7,-2,0,5,4,20,0.5,9,7,13
CC(C)(C)c1ccc(C2=CC(c3ccccc3F)n3ncnc3N2)cc1 (configuration not stated),4,2,-1,-17,-2,2,-0.7,0,-2,-5
O=c1[nH]c(=O)n([C@H]2C[C@H](O)[C@@H](CO)O2)cc1C(F)(F)F,4,0,-4,2,2,0,-2.0,0,-1,0
COc1ccc(Nc2ncc3c(n2)CC(c2ccc(C)cc2)CC3=O)cc1 (configuration not stated),3,-3,-6,-9,-3,-1,-2.3,3,8,1
O=C(Cn1c(=O)c2cccn2c2ccccc21)NCc1cccc(F)c1,-7,8,7,4,4,0,1.3,-1,-7,5
COc1nc2ccc(C)cc2cc1-c1noc(-c2cccnc2)n1,0,35*,-5,-8,-1,-5,-2.1,-2,-5,0
COc1ccc(CCNC(=O)C2CCN(S(=O)(=O)c3ccc(OC)c(OC)c3)CC2)cc1,5,6,-6,4,1,1,0.0,-1,6,-1
Cc1ccc(S(=O)(=O)N/N=C/c2cccn2-c2ccc(Cl)cc2)cc1,8,1,-6,-8,-1,2,-0.4,-3,-13,15
c1ccc2cc(N3CCCCC3)ccc2c1,11,-29,0,1,-1,-3,-0.6,-1,-4,1
O=C1CN(C(=O)COC(=O)c2ccco2)c2ccccc2N1,0,-3,-6,2,-1,-5,-0.3,3,2,1
C/C(C=NNC(=O)CSc1nnc(-c2ccc(Cl)cc2)n1-c1ccc(C)cc1)=C\c1ccccc1,nt,-1,1,nt,-2,-2,nt,2,0,7
CCc1nc2ccc(C(=O)NC3CCN(C)CC3)cn2c1N(C)CCC(C)C,-1,-7,-1,nt,-1,-3,-0.8,1,2,0
Cc1ccc(Cl)c(NC(=O)CSc2cccc[n+]2[O-])c1Cl,3,-1,1,9,1,-1,-0.1,-3,-5,4
COC(=O)[C@@]1(Cc2ccc(F)cc2)[C@H]2c3cc(C(=O)N4CCCC4)n(Cc4ccc(OC(F)(F)F)cc4)c3C[C@H]2CN1C(=O)c1ccccc1,-7,-3,5,nt,6,3,0.5,-3,4,16
O=C(NC1CC2CCC1C2)C1CCN(S(=O)(=O)c2ccc(-c3nn[nH]n3)cc2)CC1 (configuration not stated),8,-3,-3,-9,0,-2,-0.9,-1,-4,15
Cc1ccc(S(=O)(=O)NC(C)CCc2ccccc2)cc1 (configuration not stated),-8,8,-4,-14,3,0,-3.7,3,-12,2
CSCCC(NC(=O)c1ccccc1Cl)C(=O)N(C)CC(=O)Nc1ccc(N2CCOCC2)cc1 (configuration not stated),-10,-2,2,7,6,0,0.7,-3,8,-2
Cc1c(C(=O)O)oc2c1C(=O)CC(C)(C)C2,0,-2,5,5,0,2,-2.1,-5,6,0
CC1(C)CC(=O)C2=C(C1)OC(N)=C([N+](=O)[O-])C2c1ccc(F)cc1 (configuration not stated),0,3,1,nt,7,2,0.5,-4,0,-3
CC(Oc1ccc(Cl)cc1Cl)C(=O)NC(=S)N1CCc2ccccc21 (configuration not stated),4,3,-6,-5,-3,0,-1.9,6,1,2
COc1ccccc1Cc1c(-c2cccc(Cl)c2)nc2ccc(Cl)cn12,4,0,-5,nt,2,-3,0.8,0,-1,30
O=C(Nc1cc(S(=O)(=O)N2CCOCC2)ccc1N1CCOCC1)c1ccc([N+](=O)[O-])s1,-3,1,-5,1,1,-2,-2.1,2,2,3
O=C(CSc1nnc(-c2cnccn2)n1Cc1ccco1)c1ccc(Cl)cc1,1,-1,-7,-2,0,2,-0.2,1,3,6
CC(=O)OC(C(=O)NC1CCCCC1)c1ccc(Cl)cc1 (configuration not stated),-2,-4,4,2,1,0,-1.8,-2,3,-5

# Rewritten field by field: part of the list above
Cc1ccc(S(=O)(=O)N/N=C/c2cccn2-c2ccc(Cl)cc2)cc1
  TCR CD3 inh = 8	Rev-erbA mod = 1	MBD2 inh = -6	HTRA1 inhibitor = -8	UHRF1 MBD2 ctr = -1	PRMT1 inh = 2	PG9 Ab binder = -0.4	LEDGF integ inh = -3	ABHD4 inh = -13	rCAG RNA binder = 15

c1ccc2cc(N3CCCCC3)ccc2c1
  TCR CD3 inh = 11	Rev-erbA mod = -29	MBD2 inh = 0	HTRA1 inhibitor = 1	UHRF1 MBD2 ctr = -1	PRMT1 inh = -3	PG9 Ab binder = -0.6	LEDGF integ inh = -1	ABHD4 inh = -4	rCAG RNA binder = 1

# An excerpt from above in order of the MBD2 inh value, ascending.
SMILES | MBD2 inh
O=C(CSc1nnc(-c2cnccn2)n1Cc1ccco1)c1ccc(Cl)cc1 | -7
COc1ccc(CCNC(=O)C2CCN(S(=O)(=O)c3ccc(OC)c(OC)c3)CC2)cc1 | -6
Cc1n[nH]c(=S)n1/N=C/c1ccc(OCc2ccc(Cl)cc2Cl)cc1 | -1
c1ccc2cc(N3CCCCC3)ccc2c1 | 0
CC(=O)OC(C(=O)NC1CCCCC1)c1ccc(Cl)cc1 (configuration not stated) | 4
COc1cc(NC(=O)c2cc(-c3cccc(O)c3)on2)cc(OC)c1OC | 5
O=C(Cn1c(=O)c2cccn2c2ccccc21)NCc1cccc(F)c1 | 7
